High-throughput results (PubChem)
GRK2 inh – human GRK2 inhibition via aptamer displacement. bead flow cytometry, FAM-aptamer displacement from GRK2. inhibition of aptamer binding, % at 10 µM. 330,000 compounds, 0.59% hits. AID 488847;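 active means inhibition of aptamer binding above 40%, roughly 3 SD of noise, on plates passing a quality check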;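 further: median bead fluorescence of bound FAM aptamer so fluorescent compounds give negative values; no value below 0 was filed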
MCL1-BIM inh – inhibitors of human MCL1 binding to BIM-BH3 peptide; inhibition, % at 10.9 µM; 320,000 compounds, 0.68% hits; AID 2057; GST-MCL1 / FITC-Bim-BH3 fluorescence polarization; Q07820;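 active means inhibition above the mean inhibition of all tested compounds plus 3 SD, set per campaign, cut at about 40% in these data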;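 further: 0% = DMSO wells and 100% = unlabeled Bim-BH3 peptide control; higher means more loss of mP so more displacement of Bim peptide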
Target sequence (Q07820 whole entry, looked up): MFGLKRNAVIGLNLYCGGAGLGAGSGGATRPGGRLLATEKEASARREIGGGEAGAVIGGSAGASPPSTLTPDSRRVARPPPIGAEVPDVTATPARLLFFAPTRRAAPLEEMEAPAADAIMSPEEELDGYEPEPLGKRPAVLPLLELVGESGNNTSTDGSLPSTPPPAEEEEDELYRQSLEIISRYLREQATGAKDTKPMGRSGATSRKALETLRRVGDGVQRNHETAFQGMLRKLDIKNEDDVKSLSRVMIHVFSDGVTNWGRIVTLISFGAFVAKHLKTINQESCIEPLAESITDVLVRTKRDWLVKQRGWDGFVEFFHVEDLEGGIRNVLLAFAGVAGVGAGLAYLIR
MEX-5 binding – C. elegans MEX-5 TCR-2 RNA binding activity; MEX-5/FITC-TCR2 RNA binding, fluorescence polarization; stronger effect = lower value; AID 1832; 300,000 compounds, 0.38% hits; Q9XUB2; activity score (negative = inhibition of binding), % at 10 µM;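 active means inhibition past about -25% in most replicates, and total fluorescence under double the plate's negative control median, limit read from the data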;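 further: 0% = DMSO and -100% = 5 µM competing unlabeled TCR2 RNA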
CIT2-GFP yeast – alters CIT2-GFP fluorescence in TOR pathway yeast screen | S. cerevisiae CIT2-GFP strain, flow cytometry, 3 h; 100 means same as DMSO wells | GFP response vs DMSO, % at 10 µM | 320,000 compounds, 0.065% hits;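 active means GFP response relative to DMSO above a set limit, near the screen mean plus 3 SD, cut at about 150% in these data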;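 further: ratio of well median GFP fluorescence to mean of DMSO wells on the plate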
AGP1 TOR yeast – yeast TOR pathway AGP1-GFP modulation; AID 2066; 320,000 compounds, 0.02% hits; S. cerevisiae AGP1-GFP multiplex flow cytometry, 3 h; GFP as percent of DMSO wells; GFP response vs DMSO, % at 10 µM;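 active means GFP response relative to DMSO above a set limit, near screen average plus 3 SD, cut at about 150% in these data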;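 further: median GFP channel fluorescence of the gated AGP1 strain per well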
BCLXL inh – Bcl-xL (human) inhibition. AID 2129. Q07817. GST-Bcl-xL / FITC-Bim BH3 peptide fluorescence polarization. 320,000 compounds, 0.7% hits. inhibition, % at 10.9 µM;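 active means inhibition above the mean of all tested compounds plus 3 SD, cutoff set per campaign, cut at about 30% in these data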;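 further: 0% = DMSO wells and 100% = unlabeled Bim-BH3 peptide competitor; inhibitors lower millipolarization by displacing the labeled peptide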
Target sequence (Q07817 whole entry, looked up): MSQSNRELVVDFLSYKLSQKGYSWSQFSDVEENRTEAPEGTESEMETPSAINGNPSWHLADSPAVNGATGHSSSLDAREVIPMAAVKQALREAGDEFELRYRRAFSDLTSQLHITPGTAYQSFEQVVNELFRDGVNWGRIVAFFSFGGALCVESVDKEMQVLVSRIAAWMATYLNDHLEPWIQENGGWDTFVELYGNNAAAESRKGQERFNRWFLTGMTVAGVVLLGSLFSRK
VLA-4 inh – inhibition in a human VLA-4 binding assay. P13612. VLA-4 expressing cells, ligand binding flow cytometry. inhibition, % (about 7 µM as worked out from the volumes in the protocol). 330,000 compounds, 0.2% hits; in the data active means inhibition above about 50%
Fam108B counter – counter-screen for RBBP9 inhibitors: inhibitors of mouse Fam108B; recombinant Fam108B, FP-Rh probe fluorescence polarization; inhibition, % at 9.51 µM; 300,000 compounds, 0.33% hits; AID 1947;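 active means inhibition above the screen mean inhibition plus 3 SD, computed separately per campaign, cut at about 18% in these data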;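 further: inhibitors lower polarization as less probe binds the enzyme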
GLD-1 RNA inh – GLD-1-TGE RNA interaction inhibition (C. elegans). Q17339. purified GLD-1 + fluorescein TGE RNA, fluorescence polarization. inhibition, % at 5.96 µM. 320,000 compounds, 0.44% hits;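 active means percent inhibition above a per-plate cutoff, the plate mean of test compounds plus 3 SD, cut at about 30% in these data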;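 further: 0% = DMSO wells with GLD-1 and probe and 100% = wells lacking GLD-1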
Target sequence (Q17339 whole entry, looked up): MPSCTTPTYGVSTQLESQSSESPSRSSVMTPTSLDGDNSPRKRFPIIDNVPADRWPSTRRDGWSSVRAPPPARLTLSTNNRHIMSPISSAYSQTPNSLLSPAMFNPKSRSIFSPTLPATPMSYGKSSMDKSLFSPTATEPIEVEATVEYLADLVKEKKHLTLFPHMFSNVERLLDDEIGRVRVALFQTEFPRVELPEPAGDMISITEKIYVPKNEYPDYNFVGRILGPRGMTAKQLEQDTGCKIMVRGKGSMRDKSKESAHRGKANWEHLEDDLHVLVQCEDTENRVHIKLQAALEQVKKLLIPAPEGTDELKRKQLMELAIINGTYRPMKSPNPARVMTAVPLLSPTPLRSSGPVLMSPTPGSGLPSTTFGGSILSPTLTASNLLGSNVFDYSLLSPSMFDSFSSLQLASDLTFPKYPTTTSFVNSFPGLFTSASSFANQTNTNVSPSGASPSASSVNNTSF
Starred values were filed as active, the others as inactive; / = not tested or not shown.

Compound | GRK2 inh | MCL1-BIM inh | MEX-5 binding | CIT2-GFP yeast | AGP1 TOR yeast | BCLXL inh | VLA-4 inh | Fam108B counter | GLD-1 RNA inh
O=C(NC(CC1CCCCC1)C(=O)O)c1ccccc1 (centres undefined) | 99* | 3 | / | 100 | 95 | 1 | 3 | / | 6
CC1(C)Cc2c(cnn2-c2ccc(F)cc2)C(NC(=O)c2ccoc2)C1 (centres undefined) | 2 | -1 | 0.4 | 101 | 100 | 5 | 19 | -1 | 5
CN1CCN(Cc2nc3c([nH]2)c(=O)[nH]c(=O)n3C)CC1 | 4 | 4 | 1.2 | 102 | 100 | 0 | 6 | 0 | -11
O=C(O)CC1S/C(=N\N=C/c2ccccc2O)N(c2ccc(O)cc2)C1=O (centres undefined) | 1 | 0 | 0.0 | 93 | 94 | 5 | -1 | 2 | 1
COc1cc(N=C2C(=O)N3CCCc4cccc2c43)cc(OC)c1 | 0 | -3 | 0.7 | 87 | 118 | 0 | 5 | 6 | 9
COc1cccc(N2CCN(c3nc(C)c(C)c(=O)[nH]3)CC2)c1 | 0 | -3 | -1.4 | 97 | 99 | 1 | 1 | -1 | 7
CC(C(=O)O)N1C(=O)/C(=C/c2cccn2C)SC1=S (centres undefined) | 2 | -107 | / | 96 | 112 | -74 | -25 | -5 | -108
O=C(Nc1nnc(Cc2ccccc2)s1)C1CCN(C(=O)c2ccco2)CC1 | 0 | 15 | 3.3 | 109 | 98 | 5 | -17 | -2 | -6
CCOC(=O)C1(CC2CCCCO2)CCN(Cc2ccccc2-c2ccco2)CC1 (centres undefined) | 0 | 0 | 1.5 | 97 | 103 | 4 | 5 | 2 | -4
COC(=O)C(C#N)c1nc2ccccc2nc1N1CCCC1 (centres undefined) | 1 | -7 | -10 | 85 | 96 | -1 | -2 | 3 | 7

Laid out differently: three of the compounds above
Results follow in this order: GRK2 inh, MCL1-BIM inh, MEX-5 binding, CIT2-GFP yeast, AGP1 TOR yeast, BCLXL inh, VLA-4 inh, Fam108B counter, GLD-1 RNA inh
- O=C(NC(CC1CCCCC1)C(=O)O)c1ccccc1 (centres undefined)
    99*, 3, /, 100, 95, 1, 3, /, 6
- CC(C(=O)O)N1C(=O)/C(=C/c2cccn2C)SC1=S (centres undefined)
    2, -107, /, 96, 112, -74, -25, -5, -108
- O=C(Nc1nnc(Cc2ccccc2)s1)C1CCN(C(=O)c2ccco2)CC1
    0, 15, 3.3, 109, 98, 5, -17, -2, -6

(listing goes on)
Compound | GRK2 inh | MCL1-BIM inh | MEX-5 binding | CIT2-GFP yeast | AGP1 TOR yeast | BCLXL inh | VLA-4 inh | Fam108B counter | GLD-1 RNA inh
CC(=O)c1c(C)[nH]c(C(=O)CSc2nnc(-c3ccco3)n2Cc2ccccc2)c1C | 2 | -5 | 1.7 | 103 | 106 | -6 | 3 | -1 | -2
COc1ccc(NC(=S)N2CCN(Cc3ccco3)CC2)c(OC)c1 | 0 | 3 | -1.0 | 102 | 104 | 2 | 9 | -4 | 0
Cc1cccc(C(C)C)c1NC(=O)C1CN(S(=O)(=O)c2ccccc2)CCN1S(=O)(=O)c1ccccc1 (centres undefined) | 4 | 0 | 3.5 | 103 | 109 | 1 | -19 | 1 | 2
O=c1[nH]c(C2CCN(S(=O)(=O)c3ccccc3)CC2)nc2c1nnn2Cc1cccc(Cl)c1 | 1 | -11 | -0.2 | 102 | 94 | -9 | 0 | -4 | -2
Cn1c(=O)c2c(nc(N3CCc4ccccc4C3)n2C)n(C)c1=O | 17 | -2 | -1.8 | 96 | 96 | 5 | 11 | -3 | -6
O=C(OCCCN1C(=O)c2ccccc2C1=O)c1ccco1 | 5 | 1 | 0.8 | 94 | 101 | 1 | 16 | 3 | -2
O=C(N/N=C\c1cccc(Cl)c1)c1n[nH]c2c1CCCC2 | 11 | -15 | 3.4 | 95 | 96 | -7 | -1 | 1 | 2
CC1(C)Cc2c(sc(NC(=O)COc3cccc4ccccc34)c2C#N)C(C)(C)N1 | 63* | -89 | -4.0 | 113 | 109 | -81 | -1 | -5 | -4
COc1ccc(N(CC(=O)N2CCc3ccccc3C2)S(C)(=O)=O)cc1OC | 0 | -18 | 0.9 | 101 | 101 | -6 | -4 | 4 | 11
O=C(Nc1ccc(S(=O)(=O)N2CCCC2)cc1)C1CCN(S(=O)(=O)c2ccc(F)cc2)CC1 | 0 | -3 | 2.9 | 91 | 103 | -1 | 7 | 2 | 9
O=C(O)c1cccc(NC(=S)NC(=O)c2cncc(Br)c2)c1 | 0 | 4 | -2.6 | / | / | 10 | 13 | 3 | 4
COc1cc(/C=C(\C#N)C(=O)N2CCOCC2)ccc1OCc1ccccc1 | 1 | 4 | 0.6 | 95 | 100 | 2 | 0 | 0 | 0
COc1ccc(C)cc1NC(=O)Nc1ccncc1 | 0 | 6 | 1.6 | 101 | 106 | 7 | 5 | 1 | -3
Cc1ccc(CCNC(=O)CCCn2nc(C)c3c(C)n(-c4ccc(C)cc4)nc3c2=O)cc1 | 0 | 4 | 1.5 | 106 | 107 | 7 | 8 | 2 | 0
O=C(NCCN1CCOCC1)C1(C(F)(F)F)C/C(=C\Cc2ccccc2)CCCO1 (centres undefined) | 0 | 2 | 1.6 | 87 | 95 | 7 | 5 | 0 | 1
CCOC(=O)c1c(C)n(C)c2ccc(OC)c([N+](=O)[O-])c12 | 0 | 3 | -1.9 | 105 | 102 | 3 | 9 | 2 | 0
CCOC(=O)c1sc(NC(=O)CC)nc1C | 2 | 11 | 1.1 | 103 | 95 | 1 | 13 | 0 | -1
CC(=O)Nc1ccc(NC(=O)CC23CC4CC(CC(C4)C2)C3)cc1 | 0 | -9 | 0.8 | 102 | 84 | 3 | 5 | 1 | 4
O=C(COC(=O)c1cccc([N+](=O)[O-])c1)NC1CCCC1 | 1 | 1 | -1.8 | 102 | 98 | 1 | 5 | -3 | 9
O=C(C1Cc2ccccc2CN1C(=O)c1ccco1)N1CCN(c2ccccc2)CC1 (centres undefined) | 0 | -4 | / | 91 | 92 | 4 | -7 | / | 6

GRK2 inh: what is marked active above.
Structure | GRK2 inh | MCL1-BIM inh | MEX-5 binding | CIT2-GFP yeast | AGP1 TOR yeast | BCLXL inh | VLA-4 inh | GLD-1 RNA inh
O=C(NC(CC1CCCCC1)C(=O)O)c1ccccc1 (centres undefined) | 99* | 3 | / | 100 | 95 | 1 | 3 | 6
CC1(C)Cc2c(sc(NC(=O)COc3cccc4ccccc34)c2C#N)C(C)(C)N1 | 63* | -89 | -4.0 | 113 | 109 | -81 | -1 | -4

(more compounds)
Compound | GRK2 inh | MCL1-BIM inh | MEX-5 binding | CIT2-GFP yeast | AGP1 TOR yeast | BCLXL inh | VLA-4 inh | Fam108B counter | GLD-1 RNA inh
CCCOc1ccc(/C=N/NC(=O)C2CCCN2S(=O)(=O)c2ccc(Cl)cc2)cc1 (centres undefined) | 2 | 10 | -0.4 | 106 | 104 | 8 | -118 | -1 | -1
CCOCC(=O)Nc1ccc(C(=O)Nc2ccccc2Cl)cc1 | 0 | 2 | -2.0 | 97 | 103 | 3 | -2 | 0 | 0
CNC(=O)COc1coc(CN2CCN(c3ccc(OC)cc3)CC2)cc1=O | 1 | 9 | -2.7 | 96 | 103 | 6 | 14 | -3 | 5
CCCc1cc(CN(C)C(=O)CC2C(=O)NCCN2Cc2ccccc2C)[nH]n1 (centres undefined) | 0 | 4 | 1.7 | / | 99 | 7 | 3 | -1 | 4
O=C(NCc1cccnc1)Nc1cccc(C(F)(F)F)c1 | 0 | / | 0.3 | 85 | 99 | / | -4 | / | /
COc1cc(C2C(S(=O)(=O)c3ccccc3)CON2C)ccc1OCc1ccc(F)cc1 (centres undefined) | 0 | 2 | -0.5 | 103 | 105 | 3 | 1 | -3 | 0
CCOC(=O)c1ccc(Nc2nc(N3CCOCC3)nc(N3CCOCC3)n2)cc1 | 0 | 6 | -0.8 | 92 | 96 | 3 | -3 | 1 | -1
Cc1ccccc1-c1noc(-c2cccs2)n1 | 0 | -8 | 1.5 | 98 | 104 | -6 | 34 | -3 | 4
CCn1c(COc2ccc(C)cc2)nnc1SCC(=O)Nc1ccc2c(c1)OCCO2 | 0 | -10 | -1.1 | 113 | 106 | -1 | 0 | 0 | 4
COc1cccc(/C=N/n2cnc3c(cnn3-c3ccccc3)c2=O)c1 | 2 | 3 | 0.8 | 99 | 101 | -1 | 0 | 2 | -1
COCCN(C(=S)Nc1cc(C)cc(C)c1)C(C)c1cccs1 (centres undefined) | 1 | 7 | -1.6 | 104 | 99 | 1 | 39 | 4 | 8
CC(C)n1cnc2cc(NCc3ccccn3)ccc21 | 0 | 9 | -2.6 | 107 | 105 | 8 | -6 | 1 | 0
O=C(CSCc1cc(=O)n2nc(C3CC3)sc2n1)Nc1ccccc1Cl | 0 | 3 | 0.0 | 96 | 90 | 9 | 4 | 0 | 8
CC1(C)CC(CC(=O)Nc2ccccc2[N+](=O)[O-])C(=O)O1 (centres undefined) | 0 | 5 | 1.0 | 106 | 106 | 2 | -1 | -2 | -2
CN1CN=C(NS(=O)(=O)c2ccc([N+](=O)[O-])cc2)NC1 | 1 | 18 | 2.4 | 108 | 95 | 3 | -19 | 3 | -2
Cc1cc(OCC(=O)Nc2cccnc2)c2c(C)cc(=O)oc2c1 | 5 | 6 | 1.0 | 99 | 110 | 9 | 6 | 0 | -2
COc1ccc(CC(=O)Nc2ccc(S(=O)(=O)Nc3cc(C)on3)cc2)cc1OC | 3 | -2 | 1.3 | 98 | 97 | 2 | 12 | 3 | 2
O=C(CN1CCN(CC(=O)Nc2ccccc2C(F)(F)F)CC1)Nc1ccccc1F | 0 | 5 | -0.7 | 109 | 103 | 4 | 18 | -2 | 1
O=C(Nc1ccc(F)cc1)OCCOc1ccc([N+](=O)[O-])cc1 | 0 | 7 | 1.3 | 93 | 100 | 5 | -20 | 4 | -7
Cc1c(C#N)c(N=CN(C)C)c(C(=O)c2ccc(Br)cc2)n1-c1ccccc1 | 0 | 0 | 1.9 | 95 | 92 | 2 | -7 | 7 | 9
Cc1ccc(N(CC(=O)N/N=C/c2ccc(OCC(N)=O)cc2)S(C)(=O)=O)cc1Cl | 4 | 9 | 2.1 | 103 | 96 | 2 | -2 | -3 | 0
Cc1ccccc1NS(=O)(=O)c1ccc2c(c1)n(C)c(=O)n2C | 0 | -7 | 0.0 | 100 | 104 | 1 | -5 | 2 | 2
Cc1ccccc1NCc1ccc(O)c2ncccc12 | 0 | 13 | -0.3 | 145 | 119 | 15 | 13 | -1 | 8

Filtered by structure: the entries above containing a nitro group on carbon.
Compound | GRK2 inh | MCL1-BIM inh | MEX-5 binding | CIT2-GFP yeast | AGP1 TOR yeast | BCLXL inh | VLA-4 inh | Fam108B counter | GLD-1 RNA inh
CCOC(=O)c1c(C)n(C)c2ccc(OC)c([N+](=O)[O-])c12 | 0 | 3 | -1.9 | 105 | 102 | 3 | 9 | 2 | 0
O=C(COC(=O)c1cccc([N+](=O)[O-])c1)NC1CCCC1 | 1 | 1 | -1.8 | 102 | 98 | 1 | 5 | -3 | 9
CC1(C)CC(CC(=O)Nc2ccccc2[N+](=O)[O-])C(=O)O1 (centres undefined) | 0 | 5 | 1.0 | 106 | 106 | 2 | -1 | -2 | -2
CN1CN=C(NS(=O)(=O)c2ccc([N+](=O)[O-])cc2)NC1 | 1 | 18 | 2.4 | 108 | 95 | 3 | -19 | 3 | -2
O=C(Nc1ccc(F)cc1)OCCOc1ccc([N+](=O)[O-])cc1 | 0 | 7 | 1.3 | 93 | 100 | 5 | -20 | 4 | -7
